High-throughput results as filed in PubChem BioAssay.
H69AR inhibit: proliferation blockers of H69AR lung cancer cells, primary screen, cell-based, human, 86K library. viability, % at 10 µM. hit rate 6% among 85,000. H69AR lung tumor viability, ATP luminescence, 72 h; stronger effect = lower value. AID 598, 2007;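 active = viability at or below 40%; inactive = viability above 40%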;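 note: multidrug resistant small cell line overexpressing MRP-1 efflux transporter; 100% = mean luminescence of untreated control wells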
S1P2 agonist: S1P2 receptor agonists, primary screen, cell-based; activation, % at 4.5 µM; hit rate 0.46% among 97,000; S1P2-expressing cell line, agonist reporter read-out; in the data active = activation above about 16%;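 note: 0% = vehicle low control and 100% = maximal reference agonist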
Target sequence (O95136 whole entry, looked up): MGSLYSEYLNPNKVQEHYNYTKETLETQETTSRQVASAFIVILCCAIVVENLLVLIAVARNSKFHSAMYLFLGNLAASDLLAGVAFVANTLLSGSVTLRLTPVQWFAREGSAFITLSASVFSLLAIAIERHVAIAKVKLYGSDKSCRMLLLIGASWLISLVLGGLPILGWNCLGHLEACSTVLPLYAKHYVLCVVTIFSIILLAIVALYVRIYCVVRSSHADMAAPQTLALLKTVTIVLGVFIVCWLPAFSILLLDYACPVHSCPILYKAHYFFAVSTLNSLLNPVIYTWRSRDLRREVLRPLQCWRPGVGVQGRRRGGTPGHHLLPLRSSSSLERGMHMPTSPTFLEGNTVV
PostGolgi ctrl: growth inhibition of yeast control strain, primary screen, counter-screen for post-Golgi transport modulator project | AID 738, 2007 | efflux-deficient yeast background strain, growth absorbance A615, 16 h | hit rate 5% among 98,000 | inhibition, % at 10 µM; in the data active = inhibition above about 30%
sEH activator: soluble epoxide hydrolase activators, primary screen, biochemical, human sEH. Bifunctional epoxide hydrolase 2 (Homo sapiens), P34913. purified human sEH enzymatic activity, activator screen. activation, % at 2 µM. hit rate 0.04% among 91,000; in the data active = activation above about 37%; note: values of inactives mirror those of a sister screen read the other way
Target sequence (P34913 whole entry, looked up): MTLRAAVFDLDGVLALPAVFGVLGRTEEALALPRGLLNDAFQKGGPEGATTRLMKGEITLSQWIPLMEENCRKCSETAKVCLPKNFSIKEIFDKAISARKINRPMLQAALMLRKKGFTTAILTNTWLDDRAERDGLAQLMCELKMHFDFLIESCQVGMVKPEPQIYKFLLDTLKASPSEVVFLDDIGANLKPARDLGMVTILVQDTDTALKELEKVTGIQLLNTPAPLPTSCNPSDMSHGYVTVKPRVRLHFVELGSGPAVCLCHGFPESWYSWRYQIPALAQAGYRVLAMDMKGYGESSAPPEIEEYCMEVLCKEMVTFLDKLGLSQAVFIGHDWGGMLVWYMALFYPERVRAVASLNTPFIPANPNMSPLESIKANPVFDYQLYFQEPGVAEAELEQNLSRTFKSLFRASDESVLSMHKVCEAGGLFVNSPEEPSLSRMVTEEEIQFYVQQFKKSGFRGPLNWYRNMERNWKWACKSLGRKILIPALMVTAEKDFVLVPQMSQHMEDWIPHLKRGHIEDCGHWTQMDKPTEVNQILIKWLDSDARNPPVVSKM
HUVEC prolif 384: inhibitors of HUVEC proliferation, primary screen, cell-based, 384-well; CellTiter-Glo luminescence, 72 h; stronger effect = lower value; viability, % at 10 µM (by protocol); hit rate 1.1% among 86,000; AID 648, 2007;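 active = viability at or below 30%; inactive = viability above 30%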;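 note: 100% = median luminescence of DMSO-only cell control wells on each plate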
S1P2 antag: human S1P2 receptor antagonists, primary screen, cell-based. cell-based S1P2 antagonist assay, inhibition at 5 uM. hit rate 0.21% among 97,000. inhibition, % at 5 µM; in the data active = inhibition above about 45%;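 note: CRE beta-lactamase reporter cells expressing human S1P2 stimulated with S1P; 0% = agonist at EC80 alone and 100% = agonist plus reference antagonist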
sEH inh: soluble epoxide hydrolase inhibitors, primary screen, biochemical, human sEH | Bifunctional epoxide hydrolase 2 (Homo sapiens), P34913 | recombinant human sEH enzymatic activity assay | inhibition, % at 2 µM | hit rate 0.34% among 91,000 | AID 707, 2007; in the data active = inhibition above about 80%; note: values of inactives mirror those of a sister screen read the other way; many of its hits are not listed in these tables
Fibroblast inh: antiproliferative effect on LL 47 fibroblasts – human, LL 47 cells, CellTiter-Glo luminescence, primary screen. LL 47 human lung fibroblast viability, ATP luminescence; stronger effect = lower value. viability, % at 10 µM. hit rate 1.1% among 85,000. AID 719, 2007;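 active = viability at or below 50% in the single dose screen; inactive = viability above 50%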;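 note: compound exposure lasted 72 h before the ATP readout; 100% = median luminescence of untreated cell-only wells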
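material = human LL 47 lung fibroblast cells | dosing = compounds added from tenfold dosing solution, 0.1% DMSO final | timing = overnight cell rest, 72 h compound treatment at 37 °C | measured by = CellTiter-Glo luminescence measuring cellular ATP | evaluation = % viability versus median cells-only luminescence | control set = cell-only wells, no compound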
LYP act: LYP phosphatase activators, primary screen, biochemical, DiFMUP fluorescence, 2 µM. Tyrosine-protein phosphatase non-receptor type 22 (Homo sapiens), Q9Y2R2. recombinant LYP; 0 = plate median, 100 = signal doubled. activation, % at 2 µM. hit rate 0.11% among 96,000;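 active = activation at 2 µM above a set limit, the mean plus 5 SD, cut at about 37% in these data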
* hit, by the source's call; nt = no result given. A portion of the library (hit frequency here may not be typical).

Fields – S1P2 agonist, H69AR inhibit, LYP act, S1P2 antag, PostGolgi ctrl, sEH activator, sEH inh, Fibroblast inh, HUVEC prolif 384
> O=C(/C=C(\c1ccc(Cl)cc1)n1cncn1)c1ccc(Cl)cc1
→ -4, 89, 9, 7, 19, 0, 2, 95, 80
> Nc1nc(SCc2ccccc2Cl)n[nH]1
→ -4, 113, 4, -10, 1, 3, -6, 98, 87
> COCCN(C(=O)c1ccco1)C(C(=O)NC1CCCC1)c1cccs1 (configuration not stated)
→ 2, 88, -8, 0, nt, 0, 4, 102, 111
> CCn1ncc(/C=N/NC(=O)c2ccc3c(c2)OCO3)c1C
→ -1, nt, 5, -6, 33*, -10, 11, nt, nt
> O=C(Nc1ccon1)c1cc2c(s1)CCCC2
→ -5, 88, -6, 0, 11, -25, 26, 93, 93
> CCS(=O)(=O)N1CCN(c2cccc(C)c2C)CC1
→ -6, 94, 0, 8, 0, -7, 7, 95, 98
> CCN1CCN(Cc2c(O)ccc3c(=O)c(-c4ccc(OC)c(OC)c4)c(C)oc23)CC1
→ -2, 79, 4, -11, 5, -28, 29, 97, 90
> Cc1cccc(Nc2nnc(SCc3cn4ccsc4n3)s2)c1
→ -4, 77, 1, -8, 21, -6, 6, nt, 97
> Cc1cc(Oc2nnnn2-c2ccccc2)ccc1Cl
→ -4, 94, -11, -14, 15, -2, 3, 99, 97
> N#CCC(CNc1ncc(C(F)(F)F)cc1Cl)OC(=O)c1cccc(C(F)(F)F)c1 (configuration not stated)
→ -5, nt, 4, -2, 14, 0, 2, nt, nt
> COc1ccc(Cl)cc1C(=O)NNC(=S)NC(=O)c1cc(-c2ccc(Cl)cc2)nc2ccccc12
→ -5, nt, -7, -6, 16, 7, -7, nt, nt
> Cn1c(=O)c2c(nc(SCC(=O)N3CCc4ccccc4C3)n2C)n(C)c1=O
→ -6, 71, -4, 21, 11, -8, 9, 98, 83
> CCOC(=O)CNc1c(-c2ccccc2)nc2ccc(Cl)cn12
→ -8, 85, -2, -9, 16, -2, 5, 96, 102
> COc1ccc(NC(=O)C23CC4CC(C2)CC(n2cnc(Br)n2)(C4)C3)cc1OC
→ -4, nt, 4, 23, 15, -2, 3, nt, nt
> CC(C)CN1C(=O)NC(NC(=O)c2cccs2)(C(F)(F)F)C1=O (configuration not stated)
→ -6, 104, 7, 6, -2, 3, -1, 100, 101
> CSCCC(N=Cc1c(O)n(-c2ccc(F)cc2)c(=O)[nH]c1=O)C(=O)O (configuration not stated)
→ 0, 90, -1, -4, 21, -3, 1, 95, 93
> CC1CC(=O)N(CC(=O)NCc2ccc3c(c2)OCO3)c2ccccc2S1 (configuration not stated)
→ -13, nt, 9, 27, 6, -14, 12, nt, nt
> CC1=C(C#N)C(Nc2cc(C)ccn2)(C(F)(F)F)C(=O)N1 (configuration not stated)
→ -2, 86, -3, -1, 3, 0, -1, 105, 98
> Cc1ccc(-c2csc(N3CCC(NS(=O)(=O)c4ccc5c(c4)OCCO5)CC3)n2)cc1
→ -5, 99, -3, 29, 28, -4, 3, 100, 85
> O=C(CN1C(=O)NC2(CCCCCC2)C1=O)N1CCC(Cc2ccccc2)CC1
→ -10, 87, 5, 16, nt, 9, -11, 94, 109

12 consecutive records already listed:
Fields – S1P2 agonist, H69AR inhibit, LYP act, S1P2 antag, PostGolgi ctrl, sEH activator, sEH inh, Fibroblast inh, HUVEC prolif 384
> O=C(/C=C(\c1ccc(Cl)cc1)n1cncn1)c1ccc(Cl)cc1
→ -4, 89, 9, 7, 19, 0, 2, 95, 80
> Nc1nc(SCc2ccccc2Cl)n[nH]1
→ -4, 113, 4, -10, 1, 3, -6, 98, 87
> COCCN(C(=O)c1ccco1)C(C(=O)NC1CCCC1)c1cccs1 (configuration not stated)
→ 2, 88, -8, 0, nt, 0, 4, 102, 111
> CCn1ncc(/C=N/NC(=O)c2ccc3c(c2)OCO3)c1C
→ -1, nt, 5, -6, 33*, -10, 11, nt, nt
> O=C(Nc1ccon1)c1cc2c(s1)CCCC2
→ -5, 88, -6, 0, 11, -25, 26, 93, 93
> CCS(=O)(=O)N1CCN(c2cccc(C)c2C)CC1
→ -6, 94, 0, 8, 0, -7, 7, 95, 98
> CCN1CCN(Cc2c(O)ccc3c(=O)c(-c4ccc(OC)c(OC)c4)c(C)oc23)CC1
→ -2, 79, 4, -11, 5, -28, 29, 97, 90
> Cc1cccc(Nc2nnc(SCc3cn4ccsc4n3)s2)c1
→ -4, 77, 1, -8, 21, -6, 6, nt, 97
> Cc1cc(Oc2nnnn2-c2ccccc2)ccc1Cl
→ -4, 94, -11, -14, 15, -2, 3, 99, 97
> N#CCC(CNc1ncc(C(F)(F)F)cc1Cl)OC(=O)c1cccc(C(F)(F)F)c1 (configuration not stated)
→ -5, nt, 4, -2, 14, 0, 2, nt, nt
> COc1ccc(Cl)cc1C(=O)NNC(=S)NC(=O)c1cc(-c2ccc(Cl)cc2)nc2ccccc12
→ -5, nt, -7, -6, 16, 7, -7, nt, nt
> Cn1c(=O)c2c(nc(SCC(=O)N3CCc4ccccc4C3)n2C)n(C)c1=O
→ -6, 71, -4, 21, 11, -8, 9, 98, 83

Next part.
Fields – S1P2 agonist, H69AR inhibit, LYP act, S1P2 antag, PostGolgi ctrl, sEH activator, sEH inh, Fibroblast inh, HUVEC prolif 384
> Cc1ccc(NC(=O)CNC(=O)c2ccccc2F)cc1Cl
→ -9, nt, -7, 3, -9, -4, 4, nt, nt
> CCOc1nc(NCCN2CCOCC2)nc(Nc2ccc(C)cc2)n1
→ -7, 92, 10, 25, 4, 0, 2, 97, 106
> CC(C)CCNC(=O)C1CC(=O)N(C2CCCC2)C1 (configuration not stated)
→ -1, 97, -7, 4, -2, -1, 0, 98, 103
> O=C1C2CCCN2C(c2ccccc2)N1c1nccs1 (configuration not stated)
→ 0, 98, -2, 4, 6, nt, nt, 100, 95
> OCCNCCOc1ccccc1F
→ -5, nt, -6, 26, 5, 9, -6, nt, nt
> O=C(Oc1ccc2[nH]cc(CCN3C(=O)c4ccccc4C3=O)c2c1)c1ccco1
→ -6, 99, -8, 4, 10, -11, 12, 106, 98
> Cc1cc(NC(=O)C2CC2)ncc1NC(=O)C12CC3CC(CC(C3)C1)C2
→ -9, 85, -6, -2, 14, 12, -12, 101, 87
> C=CCOn1c(C)c(C(C)=O)c2c3no[n+]([O-])c3ccc21
→ 12, 29*, 13, -30, nt, -3, 3, 88, 74
> CCOC(=O)CNC(=O)CSc1nc2cccnc2n1Cc1ccccc1
→ nt, 93, nt, nt, -6, nt, nt, 103, 105
> CCCCCCOC(=O)CCc1c(C)nc(N)[nH]c1=O
→ -4, 88, 5, -1, 19, 4, -4, 104, 110
> CCOC(=O)C1CCCN(C(=O)c2ccc3c(c2)NC(=O)C(N2CCOCC2)S3)C1 (configuration not stated)
→ -5, nt, 20, 14, 0, -6, 5, nt, nt
> Cn1c(-c2ccc(Cl)cc2)ccc(C#N)c1=O
→ -10, nt, -19, 2, 8, 2, -2, nt, nt
> Cc1ccc(NC(=O)N(Cc2cccnc2)Cc2ccco2)cc1C
→ -8, 100, 8, 26, 7, -24, 23, 101, 102
> Cc1ccc(C(C(=O)NC2CCCC2)N(Cc2cccnc2)C(=O)c2snc(C(N)=O)c2N)o1 (configuration not stated)
→ -5, nt, -2, -9, 8, 1, -2, nt, nt
> CCOc1ccccc1NC(=S)NC(=O)CCCOc1ccc(Cl)cc1Cl
→ -3, nt, 6, -29, 28, 23, -21, nt, nt
> COC(=O)CSc1nnc(-c2ccc(S(=O)(=O)N3CCC(C)CC3)cc2)o1
→ 1, 100, 0, -12, 9, -13, 14, 97, 94
> Cc1cc(N2CCN(S(=O)(=O)c3ccc(C)c(C)c3)CC2)c2ccccc2n1
→ -3, 67, 3, -15, 20, 1, -1, 100, 82
> Cn1cccc1-c1nc2ccc(NC(=O)c3cccs3)cc2[nH]1
→ -8, 65, 0, -9, 9, -11, 9, 97, 111
> O=C(CSc1ccc(Cl)cc1)N1CCN(c2ncc(C(F)(F)F)cc2Cl)CC1
→ -6, nt, -10, 4, 18, -1, 1, nt, nt
> CC(C)CNC(=O)COC(=O)c1cc(Cl)cc(Cl)c1N
→ -2, nt, 10, -37, -5, -41, 40, nt, nt
> CC1CCCN(c2nc3c(c(=O)n(C)c(=O)n3C)n2CCSc2nc3ccccc3s2)C1 (configuration not stated)
→ -5, 81, -6, 5, 20, nt, nt, 91, 71
> CC(=O)NCC(=O)N(c1c(C)n(C)n(-c2ccccc2)c1=O)C1(C(=O)NC2CCCC2)CCCCC1
→ nt, 92, nt, nt, -6, nt, nt, 97, 97
> N=c1n(CCO)c2ccccc2n1Cc1ccccc1Cl
→ -6, 96, -3, 21, 3, nt, nt, 93, 96
> CCOC(=O)CSc1nnc(CSc2nc3sc4c(c3c(=O)[nH]2)CCC4)n1-c1ccccc1
→ -1, 101, -2, 9, 4, -1, 0, 100, 102
> c1cc(-c2noc(-c3ccc4c(c3)OCO4)n2)ccn1
→ -2, 87, 6, -19, nt, 0, 1, 97, 98
> CCOC(=O)c1cnc(SCC(=O)c2ccc(Cl)cc2)nc1N
→ -2, nt, -7, -4, -3, 11, -13, nt, nt
> O=C(NCCCCCNC(=O)c1ccco1)c1ccco1
→ -2, 95, 8, -8, 20, 1, -1, 99, 102
> Cc1nn(-c2ccccc2)c(N2CCCC2)c1/C=N/O
→ -3, 90, 6, -2, 3, -3, 3, 93, 80
> COc1ccc(OC)c(CNC(=O)COc2cc(=O)n(C)c3ccccc23)c1
→ -2, 85, -10, -14, nt, -8, 6, 99, 87
> Cc1cccc(N(CC(=O)NCc2ccc3c(c2)OCO3)C(=O)CCC(=O)Nc2ccccn2)c1C
→ -8, 85, -6, -4, 3, 4, -5, 100, 92
> CCc1ccc2[nH]c(=O)c(CN(Cc3ccco3)S(=O)(=O)c3ccc4c(c3)OCCO4)cc2c1
→ -1, 23*, -3, 17, 11, 39*, -42, 73, 71
> O=C(NCCc1ccc(Cl)cc1)C1CCN(S(=O)(=O)c2cccc3nonc23)CC1
→ -5, 100, -2, 0, -1, -13, 15, 104, 88
> Cc1cccc(N(C(=O)CNC(=O)c2ccco2)C(C(=O)NC2CCCC2)c2cccnc2)c1 (configuration not stated)
→ -8, 94, 8, 15, 7, -13, 12, 90, 94
> CCOC(=O)c1cc(C#N)c(Oc2ccccc2OC)nc1-c1ccccc1
→ -7, nt, -8, 7, 27, -8, 7, nt, nt
> CC(C)(C)n1ncc2c(=O)n(CC(=O)N3CCCc4ccccc43)cnc21
→ -2, 97, -1, 19, 10, -17, 18, 96, 104
> c1cncc(C(c2nnnn2C2CCCCC2)N2CCN3CCCC3C2)c1 (configuration not stated)
→ 0, 104, 3, -3, nt, -1, 3, 102, 91
> COc1cccc2c3c(c(C)nc12)CC(C)O3 (configuration not stated)
→ 0, 92, -6, -1, -7, -6, 2, 98, 97
> CC1Oc2ccccc2C=C1/C=C1/SC(N2CCOCC2)=NC1=O (configuration not stated)
→ -1, nt, 7, 16, 9, 6, -6, nt, nt
> COc1ccc(-c2noc(N(C)CC(=O)Nc3cccc(C(F)(F)F)c3)n2)cc1
→ -4, 75, 3, 2, 28, -15, 16, 99, 76
> Cc1sc(-c2ccccn2)nc1OC(=O)c1ccc(Cl)c(Cl)c1
→ -3, nt, 0, 12, 2, 9, -6, nt, nt
> O=C(c1cccc(Cl)c1)N1CCN(C2CCCCCC2)CC1
→ -5, nt, 2, 1, 0, -1, 1, nt, nt
> COc1cc(OC)cc(C(=O)N2CCN(C3CCN(Cc4ccccc4)CC3)CC2)c1
→ -2, nt, -1, 6, 21, 6, -5, nt, nt
